From PubChem BioAssay
Bcl-xL primary = inhibitors of human Bcl-xL, primary screen, biochemical, fluorescence polarization, HTS | Bcl-2-like protein 1 (Homo sapiens), Q07817 | GST-Bcl-xL / FITC-Bim BH3 peptide fluorescence polarization | inhibition, % at 10.9 µM | hit rate 0.7% among 320,000 | AID 2129, 2009;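 active = inhibition above the mean of all tested compounds plus 3 SD, cutoff set per campaign, cut at about 30% in these data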;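 note: 0% = DMSO wells and 100% = unlabeled Bim-BH3 peptide competitor; inhibitors lower millipolarization by displacing the labeled peptide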
Target sequence (Q07817 whole entry, looked up): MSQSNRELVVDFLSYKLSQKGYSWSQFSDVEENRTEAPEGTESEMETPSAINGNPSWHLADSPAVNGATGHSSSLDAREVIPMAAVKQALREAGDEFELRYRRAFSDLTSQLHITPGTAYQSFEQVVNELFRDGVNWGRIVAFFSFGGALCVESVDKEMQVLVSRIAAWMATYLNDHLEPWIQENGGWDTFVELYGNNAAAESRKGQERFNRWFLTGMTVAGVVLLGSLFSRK
TPT1 inhibitor = Candida albicans TPT1 enzyme inhibitors, primary screen, biochemical, fluorescence polarization. recombinant caTPT1, FP RNA substrate dephosphorylation. inhibition, % at 5 µM. hit rate 0.81% among 300,000. AID 1962, 2009;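 active = inhibition above the mean of all tested compounds plus 3 SD, set per screening campaign, cut at about 24% in these data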;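 note: plate controls were DMSO alone for no effect and ferristatin control at 100 nM for full effect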
GSTO1 inh = inhibitors of recombinant GSTO1, primary screen, counter-screen for RBBP9 inhibitor project, biochemical, fluorescence polarization; hit rate 1.1% among 300,000; inhibition, % at 5.96 µM; activity-based probe fluorescence polarization; AID 1974, 2009; Glutathione S-transferase omega-1 (Homo sapiens), P78417;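 active = inhibition above the campaign mean inhibition plus 3 SD, cut at about 35% in these data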;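 note: 0% = GSTO1-1 with DMSO and 100% = wells lacking GSTO1-1 enzyme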
Target sequence (P78417 whole entry, looked up): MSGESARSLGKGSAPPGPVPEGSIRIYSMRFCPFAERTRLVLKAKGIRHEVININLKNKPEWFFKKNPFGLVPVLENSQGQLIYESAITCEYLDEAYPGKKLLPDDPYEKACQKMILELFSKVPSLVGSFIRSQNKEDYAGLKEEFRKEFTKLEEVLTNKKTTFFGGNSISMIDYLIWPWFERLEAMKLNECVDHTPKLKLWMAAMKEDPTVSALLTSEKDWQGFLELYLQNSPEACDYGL
PAD4 inh = human PAD4 inhibitors, primary screen, biochemical, fluorescence polarization, 1536-well format; inhibition, % at 6.36 µM; recombinant PAD4, RCA probe fluorescence polarization; hit rate 0.41% among 330,000; AID 485272, 2010; Protein-arginine deiminase type-4 (Homo sapiens), Q9UM07;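 active = percent inhibition above a cutoff equal to the mean of all tested compounds plus 3 SD, cut at about 15% in these data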;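 note: 0% = PAD4 with RCA probe and DMSO and 100% = probe without PAD4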
Fam108B counter = mouse Fam108B serine hydrolase inhibitors, primary screen, counter-screen for RBBP9 inhibitor project, biochemical, fluorescence polarization. recombinant Fam108B, FP-Rh probe fluorescence polarization. inhibition, % at 9.51 µM. hit rate 0.33% among 300,000. AID 1947, 2009;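 active = inhibition above the screen mean inhibition plus 3 SD, computed separately per campaign, cut at about 18% in these data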;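 note: inhibitors lower polarization as less probe binds the enzyme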
MEX-5 binding = MEX-5 zinc finger RNA-binding disruptors – biochemical, C. elegans, fluorescence polarization, MLPCN library, primary screen; Zinc finger protein mex-5 (Caenorhabditis elegans), Q9XUB2; MEX-5/FITC-TCR2 RNA binding; stronger effect = lower value; activity score (negative = inhibition of binding), % at 10 µM; hit rate 0.38% among 300,000; AID 1832, 2009;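 active = inhibition past about -25% in most replicates, and total fluorescence under double the plate's negative control median, limit read from the data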;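 note: 0% = DMSO and -100% = 5 µM competing unlabeled TCR2 RNA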
PME-1 inh = PME-1 inhibitors via competitive probe labeling, primary screen, biochemical, fluorescence polarization, FP-Rh probe, HTS; inhibition, % at 5.9 µM; AID 2130, 2009; recombinant PME-1; hit rate 0.53% among 320,000;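 active = inhibition above the campaign mean of all compounds plus 3 SD, cut at about 26% in these data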;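 note: competitive labeling of PME-1 active site by serine hydrolase directed probe; 0% = PME-1 with DMSO and 100% = wells lacking PME-1 enzyme; inhibitors block probe labeling so polarization falls and inhibition rises; many of its hits are not listed in these tables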
GLD-1 TGE inh = GLD-1/TGE RNA complex disruptors, primary screen, biochemical, fluorescence polarization | purified GLD-1 + fluorescein TGE RNA | inhibition, % at 5.96 µM | hit rate 0.44% among 320,000;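 active = percent inhibition above a per-plate cutoff, the plate mean of test compounds plus 3 SD, cut at about 30% in these data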;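 note: 0% = DMSO wells with GLD-1 and probe and 100% = wells lacking GLD-1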
MCL1-BIM inh = inhibitors of MCL1 binding to BIM-BH3, primary screen, biochemical, fluorescence polarization. GST-MCL1 / FITC-Bim-BH3 fluorescence polarization. Induced myeloid leukemia cell differentiation protein Mcl-1 (Homo sapiens), Q07820. AID 2057, 2009. inhibition, % at 10.9 µM. hit rate 0.68% among 320,000;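 active = inhibition above the mean inhibition of all tested compounds plus 3 SD, set per campaign, cut at about 40% in these data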;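 note: 0% = DMSO wells and 100% = unlabeled Bim-BH3 peptide control; higher means more loss of mP so more displacement of Bim peptide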
Target sequence (Q07820 whole entry, looked up): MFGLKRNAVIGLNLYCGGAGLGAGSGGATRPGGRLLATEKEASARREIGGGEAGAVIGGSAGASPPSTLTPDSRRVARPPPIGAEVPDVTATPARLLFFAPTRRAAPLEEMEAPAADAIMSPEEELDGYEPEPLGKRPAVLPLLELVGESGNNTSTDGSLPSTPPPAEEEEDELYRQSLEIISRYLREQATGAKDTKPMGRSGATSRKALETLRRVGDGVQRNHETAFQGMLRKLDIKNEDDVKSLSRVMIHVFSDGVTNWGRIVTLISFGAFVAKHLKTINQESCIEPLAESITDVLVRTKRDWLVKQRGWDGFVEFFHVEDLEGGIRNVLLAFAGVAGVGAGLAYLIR
Numbers without * were called inactive; / = no result given.

Start of the listing, in advance, 9 compounds:
Each structure is followed by: Bcl-xL primary	TPT1 inhibitor	GSTO1 inh	PAD4 inh	Fam108B counter	MEX-5 binding	PME-1 inh	GLD-1 TGE inh	MCL1-BIM inh
1: CCCc1nc2oc(C(=O)OCC)c(N)c2c2c1COC(C)(C)C2
    -4	2	0	-2	-1	0.0	0	5	-8
2: Cc1nnc(NC(=O)CSc2ncc(-c3ccccc3)[nH]2)s1
    2	2	9	-4	-1	-6.8	-1	4	0
3: C=CCN1C=C2C(=O)C(C)(OC(=O)c3ccc(OC)cc3)C(=O)C(c3ccco3)=C2C=C1CCCC (stereo not drawn)
    67*	-24	17	-9	-2	-5.2	-2	54*	71*
4: CCC1C(=O)N(C)CCc2ccccc21 (stereo not drawn)
    4	-3	-2	-2	-2	-1.3	-1	0	21
5: CCc1ccc(C(=O)COC(=O)c2n[nH]c3ccccc23)cc1
    6	-2	11	-1	-7	4.8	-21	8	1
6: COc1cccc(NC(=O)CN(C)C(=O)c2csc3c2CCCC3)c1
    1	/	/	-2	/	/	-2	-5	-8
7: Cc1ccc(S(=O)(=O)N2CCC(C(=O)N3Cc4ccccc4C3)CC2)cc1
    7	-4	-3	-5	2	0.8	6	0	2
8: CN(C)CCCN(C(=O)c1cc(-c2cccs2)nc2ccccc12)c1nc2c(F)cccc2s1
    2	4	-4	0	-1	-0.8	0	-4	-4
9: O=C(CSc1nnc(-c2ccc(O)cc2)o1)Nc1ccccc1Br
    5	0	2	-5	-3	0.5	-1	0	-2

This part in full, from the start:
Each structure is followed by: Bcl-xL primary	TPT1 inhibitor	GSTO1 inh	PAD4 inh	Fam108B counter	MEX-5 binding	PME-1 inh	GLD-1 TGE inh	MCL1-BIM inh
1: CCCc1nc2oc(C(=O)OCC)c(N)c2c2c1COC(C)(C)C2
    -4	2	0	-2	-1	0.0	0	5	-8
2: Cc1nnc(NC(=O)CSc2ncc(-c3ccccc3)[nH]2)s1
    2	2	9	-4	-1	-6.8	-1	4	0
3: C=CCN1C=C2C(=O)C(C)(OC(=O)c3ccc(OC)cc3)C(=O)C(c3ccco3)=C2C=C1CCCC (stereo not drawn)
    67*	-24	17	-9	-2	-5.2	-2	54*	71*
4: CCC1C(=O)N(C)CCc2ccccc21 (stereo not drawn)
    4	-3	-2	-2	-2	-1.3	-1	0	21
5: CCc1ccc(C(=O)COC(=O)c2n[nH]c3ccccc23)cc1
    6	-2	11	-1	-7	4.8	-21	8	1
6: COc1cccc(NC(=O)CN(C)C(=O)c2csc3c2CCCC3)c1
    1	/	/	-2	/	/	-2	-5	-8
7: Cc1ccc(S(=O)(=O)N2CCC(C(=O)N3Cc4ccccc4C3)CC2)cc1
    7	-4	-3	-5	2	0.8	6	0	2
8: CN(C)CCCN(C(=O)c1cc(-c2cccs2)nc2ccccc12)c1nc2c(F)cccc2s1
    2	4	-4	0	-1	-0.8	0	-4	-4
9: O=C(CSc1nnc(-c2ccc(O)cc2)o1)Nc1ccccc1Br
    5	0	2	-5	-3	0.5	-1	0	-2
10: CCCN(C(=O)COC(=O)CNC(=O)c1ccc2ccccc2c1)c1c(N)n(Cc2ccccc2)c(=O)[nH]c1=O
    0	2	6	-2	2	-0.2	-1	3	-12
11: Cc1ccc(NC(=O)C(C)N2C(=O)c3ccccc3C2=O)nc1 (stereo not drawn)
    5	1	5	-2	-4	2.9	-5	2	12
12: CC(C)c1ccc(C(O)P(=O)(OC2CCCCC2)OC2CCCCC2)cc1 (stereo not drawn)
    35*	-4	7	0	1	1.2	-1	22	27
13: CCCCn1nc(C(=O)NC2=NCCS2)c2ccccc2c1=O
    4	-1	-1	3	3	-1.1	-3	-4	9
14: O=C(COc1ccccc1F)NCc1nc2ccccc2[nH]1
    2	-4	4	-4	-4	0.2	-1	-6	3
15: O=C1C(NS(=O)(=O)c2ccccc2)=C(N2CCN(c3ccc(F)cc3)CC2)C(=O)c2ccccc21
    10	-2	20	-4	5	-1.0	5	5	6
16: NC(=O)CC[C@@H]1NC(=O)[C@H](CO)NC(=O)c2cc([N+](=O)[O-])cc(I)c2NCC[C@@H](C(N)=O)NC1=O
    -2	0	4	-3	-3	0.4	-6	1	-15
17: CCOc1ccc(/C=C2\SC(N3CCc4ccccc4C3)=NC2=O)cc1
    0	-2	-22	-5	-8	2.2	-12	-2	-2
18: CNc1c([N+](=O)[O-])cnn1-c1ccc(Cl)cc1Cl
    6	-3	0	1	-1	0.9	-1	-3	4
19: CSCC[C@H](NC(=O)[C@H](Cc1ccccc1)n1c(=O)[nH]c2ccccc2c1=O)C(=O)N1CCC[C@@H]1C(=O)O
    -2	-1	4	1	1	0.6	-3	-6	-1
20: N#Cc1cn(-c2ccccc2)nc1-c1ccc2c(c1)OCCO2
    2	-3	5	3	2	-0.7	0	-1	6

Further compounds follow.
Each structure is followed by: Bcl-xL primary	TPT1 inhibitor	GSTO1 inh	PAD4 inh	Fam108B counter	MEX-5 binding	PME-1 inh	GLD-1 TGE inh	MCL1-BIM inh
21: COC(=O)/C(=C\C(=O)c1ccccc1)Nc1cccc(C(F)(F)F)c1
    0	2	6	1	4	1.2	5	1	3
22: Cc1cccc(NC(=S)NCCC(C)C)c1
    5	-2	3	0	-2	-0.4	0	6	12
23: O=S(=O)(c1ccc(Cl)cc1)n1c(Cc2ccccc2)nc2ccccc21
    2	-3	4	1	-1	0.9	-1	1	3
24: O=C(CCn1cccn1)N1CCCC(N2CCN(c3cccc(C(F)(F)F)c3)CC2)C1 (stereo not drawn)
    7	0	-6	-2	6	0.1	1	5	5
25: CN1CCN(S(=O)(=O)c2ccc(N(C)CC(=O)Nc3ccc(F)cc3)nc2)CC1
    8	-6	2	0	0	0.1	2	6	-6
26: CCCCCC(=O)N(Cc1ccccc1)c1c(N)n(CCOC)c(=O)[nH]c1=O
    1	-4	-2	38*	3	-0.4	-3	3	-7
27: C(=N\Nc1nncc2ccccc12)/c1ccccn1
    1	-6	4	4	0	20	-1	-3	9
28: COc1ccc(C(=O)NNC(=O)c2ccc(S(=O)(=O)N3CCOCC3)cc2)cc1
    6	2	-4	1	-3	0.4	-3	6	13
29: COc1cc(OC)c(OC)cc1C=NCC1(c2ccccc2)CCCC1
    -1	-2	0	2	4	0.4	7	1	4
30: O=C(NCc1ccco1)C(c1ccccc1)N(Cc1cccnc1)C(=O)Cn1nnc2ccccc21 (stereo not drawn)
    2	3	-1	-3	6	-0.3	1	-1	3
31: Cc1nc2nc(SCC(=O)O)nn2c(C)c1Cc1ccccc1Cl
    8	0	-8	1	-2	-0.8	-2	1	1
32: O=C(NCc1ccccc1Cl)C1CCN(c2ncnc3c2nc2n3CCCCC2)CC1
    3	0	3	6	-2	1.0	7	-4	4
33: O=C(CNC(=O)c1ccccc1)OC(C(=O)c1ccccc1)c1ccccc1 (stereo not drawn)
    5	0	6	-2	3	1.2	0	1	0
34: Cc1noc(C)c1S(=O)(=O)Nc1ccccc1N1CCOCC1
    3	-2	17	4	0	3.1	0	-7	7
35: Cc1ccc(NC(=O)CCC(=O)NNC(=O)C(c2ccccc2)c2ccccc2)c(C)c1
    7	-3	-3	3	-1	0.6	-7	5	5
36: Cc1cccc(C(=O)N(CCc2ccccc2)Cc2ccccc2)c1[N+](=O)[O-]
    -5	6	0	-3	-2	-1.2	-2	-3	-9
37: CC1CCN(C(=O)CN2C(=O)C(C)(C)Oc3ccc(C(=O)NC4CCCC4)cc32)CC1
    4	-1	0	1	-5	0.5	-3	0	3
38: Cc1nc2ccc(NC(=O)c3ccc(Cl)s3)cc2s1
    1	0	-5	0	-4	2.3	-5	0	-1
39: COc1ccc(OC(C)C(=O)Nc2cccnc2)cc1 (stereo not drawn)
    4	-1	3	1	3	0.0	-2	3	5
40: COc1ccc(Cc2nc3ccc(C(=O)NCCc4ccccn4)cc3o2)cc1OC
    -6	-3	-8	-8	-4	-1.8	-7	-5	-12

Other results follow:
Each structure is followed by: Bcl-xL primary	TPT1 inhibitor	GSTO1 inh	PAD4 inh	Fam108B counter	MEX-5 binding	PME-1 inh	GLD-1 TGE inh	MCL1-BIM inh
41: CC(=O)c1cccc(NS(=O)(=O)c2cc3c(cc2C)NC(=O)CO3)c1
    1	-2	7	-2	-1	1.4	-3	1	4
42: CCOC(=O)C1CCN(Cc2cc(C(C)C)c(O)c(C(C)C)c2)CC1
    2	1	-13	1	2	-0.7	-6	2	1
43: Cc1ccccc1OCC(=O)NNC(=O)CCc1ccccc1
    0	-2	5	-4	0	4.0	2	4	-5
44: COC(=O)c1[nH]c2cccc(OC)c2c1NC(=O)CCN1CCC(C)CC1
    -5	1	1	3	2	-1.2	-3	-5	-6
45: O=C(COC(=O)c1cc2c(s1)CCCC2)Nc1ccc(Cl)cn1
    -1	0	2	0	0	-0.9	-2	-9	1
46: CCCCOc1ccc(C2/C(=C(/O)c3ccc4c(c3)CC(C)O4)C(=O)C(=O)N2CCCN2CCOCC2)cc1OC (stereo not drawn)
    6	-3	3	-3	5	-1.2	0	-7	13
47: COc1ccccc1/C=C1\Oc2cc(OC(=O)N3CCOCC3)ccc2C1=O
    3	-4	-2	-2	0	-0.4	-6	-4	-4
48: CCOC(=O)/C(C#N)=C/c1ccc(SC)cc1
    2	-4	0	1	1	-1.2	-1	-1	-2
49: CNC(=S)N/N=C(\C)c1ccc(Cl)s1
    1	0	7	2	3	3.3	3	4	8

The list is partial, so the mix of outcomes need not match the whole.
